Screens deposited in PubChem BioAssay by several laboratories.
PrPC TRFRET – inhibitors of human cell surface prion protein PrPC, primary screen, cell-based, TR-FRET. Major prion protein (Homo sapiens), P04156. TR-FRET read-out. inhibition, % at 13.8 µM. 370,000 compounds, 0.43% hits. AID 720596, 2013; in the data active = inhibition above about 24%; also: 0% = median of the test wells and 100% = reference compound wells
Vc quorum ag – inducers of Vibrio cholerae quorum light production without autoinducers, primary screen, BH1578 luxS cqsA deficient, single point; V. cholerae BH1578 lux reporter, luminescence, 6 h; activation, % at 18.7 µM; 350,000 compounds, 0.16% hits; AID 588436, 2011; in the data active = activation mostly above about 9.7%, no sharp cut-off; also: not every result past the cut was called active; inactives centre near 0; reference of the scale not given here
CCHFV vOTU inh – CCHFV vOTU protease inhibitors, primary screen, biochemical, Pep-AMC substrate, fluorescence | Crimean-Congo hemorrhagic fever virus L polyprotein viral ovarian tumor (vOTU) protease … | inhibition, % at 11.5 µM | 370,000 compounds, 0.55% hits | AID 651958, 2012; in the data active = inhibition above about 30%; also: 0% = vehicle wells with enzyme and 100% = no enzyme wells
3CLpro inhibitor – SARS-CoV 3CLpro protease inhibitors, primary screen, biochemical, quenched FRET. Replicase polyprotein 1ab (Severe acute respiratory syndrome coronavirus), P0C6X7. recombinant SARS-CoV 3CLpro, quenched FRET peptide cleavage. inhibition, % at 6 µM. 290,000 compounds, 0.14% hits; in the data active = inhibition above about 12%
DUSP3 inh – VHR1 phosphatase inhibitors, primary screen, biochemical, absorbance, uHTS; Dual specificity protein phosphatase 3 (Homo sapiens), P51452; recombinant VHR phosphatase, pNPP absorbance; inhibition, % at 13.3 µM; 290,000 compounds, 0.52% hits; AID 1654, 2009; in the data active = inhibition above about 50%; also: some compounds called inactive have numbers as strong as hits
Target sequence (P51452 whole entry, looked up): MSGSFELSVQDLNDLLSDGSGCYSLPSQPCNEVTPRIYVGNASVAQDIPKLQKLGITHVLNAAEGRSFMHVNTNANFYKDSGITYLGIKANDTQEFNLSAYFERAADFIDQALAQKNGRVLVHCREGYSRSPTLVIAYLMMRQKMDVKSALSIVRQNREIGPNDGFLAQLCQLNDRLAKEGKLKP
MazF activator – activators of E. coli MazEF toxin-antitoxin RNase, primary screen, biochemical, fluorescence, uHTS | FAM/BHQ RNA-DNA oligo cleavage fluorescence, 5 h | activation, % at 20 µM | 350,000 compounds, 0.32% hits | AID 504720, 2011; in the data active = activation above about 50%
Target sequence (P0AE70 whole entry, looked up): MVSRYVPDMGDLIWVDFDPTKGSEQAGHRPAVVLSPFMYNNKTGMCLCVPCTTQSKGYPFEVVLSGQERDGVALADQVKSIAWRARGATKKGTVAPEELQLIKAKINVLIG
Rv3671c protease – Rv3671c serine protease inhibitors, primary screen, biochemical, fluorescence polarization, M. tuberculosis H37Rv | AID 2606, 2010 | 320,000 compounds, 0.048% hits | P9WHR9 | inhibition, % at 5.96 µM; in the data active = inhibition above about 38%;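 also: extracellular domain of Rv3671c used as enzyme; 0% = enzyme with DMSO and 100% = no enzyme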
Target sequence (P9WHR9 whole entry, looked up, the tested form may be a part): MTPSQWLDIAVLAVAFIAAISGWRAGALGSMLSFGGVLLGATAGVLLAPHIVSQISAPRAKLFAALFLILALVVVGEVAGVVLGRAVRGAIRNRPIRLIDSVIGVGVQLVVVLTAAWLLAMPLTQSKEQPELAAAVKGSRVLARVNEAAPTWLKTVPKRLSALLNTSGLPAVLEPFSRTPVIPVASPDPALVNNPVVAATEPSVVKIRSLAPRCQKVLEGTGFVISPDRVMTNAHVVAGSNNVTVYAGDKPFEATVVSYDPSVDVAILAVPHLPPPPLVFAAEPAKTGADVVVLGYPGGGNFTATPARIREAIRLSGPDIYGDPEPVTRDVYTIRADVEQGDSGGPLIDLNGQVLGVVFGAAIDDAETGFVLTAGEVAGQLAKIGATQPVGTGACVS
SSB-PriA inh – inhibitors of Klebsiella pneumoniae PriA binding to SSB C-terminal tail, primary screen, biochemical, AlphaScreen. PriA–SSB C-terminal tail interaction (Klebsiella pneumoniae). AlphaScreen SSBct-PriA binding, biotinylated peptide. inhibition, % at 33 µM. 430,000 compounds, 0.6% hits. AID 1272365, 2023; in the data active = inhibition mostly above about 37%, no sharp cut-off; inactive = mostly below about 20%;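 also: plate controls were negative control peptide for no effect and reference peptide for full effect; strong numbers were not always called active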
TcdB inh – TcdB glycohydrolase inhibitors, primary screen, biochemical, single point, plate reader. Toxin B (Clostridioides difficile), P18177. TcdB glycohydrolase enzymatic assay. inhibition, % at 9.99 µM. 350,000 compounds, 0.24% hits. AID 652162, 2013; in the data active = inhibition above about 10%
Y pestis TopoI – Yersinia pestis topoisomerase I inhibitors, primary screen, biochemical, cleavage product accumulation, plate reader, single point; AID 504884, 2011; activity, % at 10 µM; 360,000 compounds, 0.064% hits; Y. pestis Topo-I cleavage product accumulation; DNA topoisomerase I (Yersinia pestis CO92); in the data active = activity above about 50%, passing the limit was not always enough; also: inactives centre near 2
The depositor's hits bear a star; i = inactive; nt = not tested or not shown; & = joins results of further samples. These rows are one share of the data; rates above refer to the full screens.

SMILES | PrPC TRFRET | Vc quorum ag | CCHFV vOTU inh | 3CLpro inhibitor | DUSP3 inh | MazF activator | Rv3671c protease | SSB-PriA inh | TcdB inh | Y pestis TopoI
COc1cc2c(cc1OC)CN(C(=O)c1ccncc1)CC2 | 3 | 0.8 | 13 | -2 | 30 | 6 | 0 | 2 | 0.4 | -3
CCOC(=O)C1CCCN(C(=O)c2cc(S(=O)(=O)N3CCCCC3)ccc2Cl)C1 (configuration not stated) | 17 | -0.7 | 20 | nt | nt | -1 | 1 | -7 | -14 | 13
COc1ccc(-c2cn(-c3ccc(C)c(C)c3)c(=S)[nH]2)cc1OC | -1 | -0.3 | -11 | 0 | -1 | -4 | -8 | 10 | 0.4 | 3
CCc1ccc(OCCOCC(O)CN(CCO)CCO)cc1 (configuration not stated) | 3 | 0.2 | 2 | 2 | -3 | 4 | -13 | -15 | nt | 0
CCOC(=O)c1c(-c2ccncc2)csc1N | -7 | i | 6 | 1 | 0 | 2 | -5 | -2 | nt | -1
CCOc1ccc(CN(C)CC(=O)Nc2cc(C)c(C)cc2[N+](=O)[O-])cc1 | -4 | -0.3 | 16 | -1 | -10 | 1 | -7 | 2 | 2.0 | -5
Cc1cccc(C2Nc3ccccc3C(=O)N2c2ccc(F)cc2)n1 (configuration not stated) | 0 | i | -50 | 1 | -9 | -3 | 8 | -7 | nt | 13
OC12CCCCC1C(c1ccc3c(c1)OCO3)N(Cc1ccc(F)cc1)CC2 (configuration not stated) | 2 | nt | 7 | 2 | -25 | -13 | -2 | -5 | nt | 14
Cc1ccccc1Sc1ncccc1[N+](=O)[O-] | -9 | 0.3 | -3 | nt | nt | 3 | 5 | 11 | 1.0 | 8
Fc1ccccc1CNc1cc(Cl)cc(Cl)c1 | 10 | i | 2 | 6 | 2 | 3 | -16 | -36 | nt | 10
Cc1nonc1CN(C)C(=O)c1ccc(OC2CCN(Cc3ccccn3)CC2)cc1 | -6 | i | -4 | 2 | 26 | -4 | -3 | 1 | nt | -7
O=C(/C=C/c1ccccc1)NCCS(=O)(=O)N1CCN(c2ccccc2)CC1 | -3 | i | -10 | nt | nt | -4 | -2 | -8 | 0.6 | 11
CC(C)N(C1=CC(=O)OC12CCCCC2)C(C)C | 4 | -1.0 | -9 | 1 | 17 | 8 | -2 | -12 | -0.3 | 1
CN(CCOc1ccc(Cl)cc1)C(=O)c1ccc2c(=O)n3c(nc2c1)CCC3 | -6 | i | 12 | nt | nt | -4 | 12 | 8 | 1.1 | 13
CC(=O)/C(=N/Nc1ccccc1C)N1CCOCC1 | 9 | i | -18 | 0 | 24 | -5 | 7 | nt | nt | -2
CC1=C(C(=O)N2CCCC(N3CCN(c4cccc(Cl)c4)CC3)C2)OCCO1 (configuration not stated) | -1 | -0.6 | -1 | -3 | 26 | 4 | 3 | 6 | 0.6 | 5
COc1cccc(-n2nc3c(=S)[nH]nc(C)c3c2C)c1 | 17 | -1.1 | 3 | -2 | 24 | -10 | 0 | -8 | nt | -3
O=C(Nc1ccc(Cn2ccnc2)cc1)c1cccc(C(F)(F)F)c1 | 5 | i | 0 | 9 | 21 | -2 | nt | 0 | 0.6 | 3
CC(=O)Nc1ccc(S(=O)(=O)NCC2CC3CCC2C3)cc1 (configuration not stated) | 13 | i | 6 | nt | nt | 5 | nt | -8 | -7.4 | -2
COc1cccc(C(=O)N2CCC(n3nccc3NC(=O)C(OC)c3ccccc3)CC2)c1 (configuration not stated) | -11 | i | 0 | -3 | 44 | -2 | -3 | -6 | 1.9 | 5
CCOc1ccc2nc(NC(=O)C(CC)Sc3nc(C)cc(=O)[nH]3)sc2c1 (configuration not stated) | 3 | -0.6 | 5 | 8 | -2 | -13 | -3 | -11 | nt | -2
COc1cc(CCC(=O)Nc2sccc2C#N)cc(OC)c1OC | 1 | i | -2 | -2 | 8 | 7 | -1 | -9 | 2.2 | 10
CCN(CC)C(=O)CSc1ncnc2sccc12 | -3 | -0.3 | -15 | 3 | 15 | 3 | 4 | -3 | 0.6 | -7
CC(=O)/C(=C(/O)c1ccccc1)c1nc2ccccc2[nH]1 | 4 | -0.2 | 12 | -1 | 13 | 1 | 4 | 1 | 1.3 | 2
COc1c(C)cc(C(O)c2ncc(-c3cccc(C(F)(F)F)c3)[nH]2)cc1C (configuration not stated) | 2 | -1.4 | 12 | nt | nt | nt | nt | nt | 1.2 | 2
CNC(=O)CC12CC3CC(CC(C3)C1)C2 | 6 | -1.7 | -3 | -3 | 12 | -4 | -2 | -7 | 1.1 | 1
O=C(CCN1CCC(c2ccccc2)C1)c1ccccc1 (configuration not stated) | nt | -2.9 | nt | -4 | 17 | 7 | 5 | 6 | 1.6 | 7
O=[N+]([O-])c1cccc(Cl)c1NCCNc1ncc(C(F)(F)F)cc1Cl | 2 | -1.1 | 9 | 8 | 14 | 3 | -4 | 9 | nt | 6
C[C@H]1CCCCO[C@H](CN(C)C(=O)Nc2ccc(F)cc2)[C@@H](C)CN([C@@H](C)CO)C(=O)c2cc(NC(=O)Nc3ccc4c(c3)OCO4)ccc2O1 | 7 | i | 8 | nt | nt | -1 | nt | nt | 1.9&0.0 | -2
Cc1cc(NC(=O)CSc2nnc(-c3cccnc3)n2Cc2ccccc2)no1 | 5 | i | 5 | 1 | 9 | 3 | 8 | 0 | 0.4 | 6
O=S1(=O)CCC(NC(=S)N2CCCCCC2)C1 (configuration not stated) | 2 | i | -8 | 3 | 36 | 4 | 8 | 3 | nt | 0
CCOC(=O)c1c(N)c(C#N)c2n1CCCCC2 | -4 | -1.6 | 4 | 1 | -5 | -7 | -6 | -10 | nt | 5
Cc1cccc(-n2c(C)nc3cc(C(=O)N4CCC5(CC4)OCCO5)ccc32)c1 | -1 | -0.1 | -9 | -2 | 18 | -4 | -8 | -7 | 1.8 | 7
CCCCN1CC(COCc2ccccc2)Oc2cccc(Oc3cc(C)c(C)c(C)c3)c2S1(=O)=O (configuration not stated) | -1 | -0.5 | 6 | nt | nt | -8 | nt | -5 | 1.1 | -7
O=C(Nc1ccccc1N1CCCC1)c1ccccc1F | 3 | i | 9 | 0 | 26 | 16 | 3 | -9 | 1.6 | 4
COc1ccc(C(=O)/C(=C/c2cccs2)c2nc3ccccc3o2)cc1 | -6 | i | 8 | 5 | -21 | 9 | -7 | 16 | nt | 23
CCOC(=O)c1ccc(NC(=O)COc2ccccc2CNCCO)cc1 | -8 | -0.5 | -5 | -1 | 13 | 1 | -2 | 7 | 0.4 | 3
CC1CCCCC1NC(=O)c1cc2ccccc2o1 (configuration not stated) | -2 | -0.1 | 0 | -2 | -7 | 2 | -5 | -29 | -0.2 | 0
O=C(NN1CCN(Cc2ccccc2Cl)CC1)c1ccc(Br)cc1 | -7 | -0.2 | -15 | -2 | 2 | 0 | 3 | -5 | 1.9 | 14
FCCCOc1ccc(-c2ccnc3ncnn23)cc1 | -15 | -0.9 | -258 | -2 | -3 | 12 | -1 | -8 | 1.0 | 5
Cc1ccc(C)c(N2CCN(c3nc4ccccc4c(=O)n3Cc3ccccc3)CC2)c1 | 5 | -0.2 | 4 | 3 | -16 | -9 | -2 | 104* | -0.3 | 3
COc1cccc(/C=C2/SC(=S)N(CC(=O)NNC(=O)c3ccccc3O)C2=O)c1 | -5 | -0.3 | 2 | 1 | 6 | 11 | -35 | -5 | -0.6 | -3
CCOc1cc(NC(=S)NCCCOC)c(OCC)cc1NC(=O)c1cccs1 | -1 | -0.3 | 20 | 3 | 13 | -1 | -1 | -3 | nt | 3
CCC(C)(C)NC(=O)c1ccccc1Oc1ccccc1 | -3 | i | -2 | -3 | -3 | -28 | -6 | -7 | -2.1 | 2
CCSc1ccccc1C(=O)N1CCN(c2ccc([N+](=O)[O-])cc2)CC1 | -18 | 2.1 | 2 | 3 | 18 | -1 | -4 | -1 | 1.6 | 0
O=C(NCc1ccco1)c1ccc2sc([C@@H]3O[C@H](CO)[C@H](O)[C@H](O)[C@H]3O)nc2c1 | -5 | i | -2 | nt | nt | nt | nt | nt | 0.5 | -1
COc1ccc(C(O)(c2ccccc2)c2ccncc2)cc1 (configuration not stated) | 6 | 1.1 | 5 | nt | nt | 4 | nt | -16 | 1.3 | 2
CC1CCC(NC(=O)CC(NC(N)=O)c2ccccc2Cl)CC1 (configuration not stated) | -4 | -1.2 | 9 | 4 | 36 | 7 | 7 | -20 | -1.4 | -5
Cc1cc(NC(=O)CCC(=O)N(CC(=O)NC2CCCC2)c2ccc(Cl)c(Cl)c2)no1 | -3 | -10 | 4 | -1 | 2 | 6 | 5 | -11 | 2.1 | 33
COc1ccc(CC(=O)N2CCN(S(=O)(=O)c3ccc(Cl)s3)CC2)cc1 | -6 | -2.6 | 20 | nt | nt | 5 | -5 | -2 | 1.8 | 16
Other results follow:
SMILES | PrPC TRFRET | Vc quorum ag | CCHFV vOTU inh | 3CLpro inhibitor | DUSP3 inh | MazF activator | Rv3671c protease | SSB-PriA inh | TcdB inh | Y pestis TopoI
O=c1c2ccccc2nnn1Cc1ccc(Br)cc1 | -1 | -0.3 | -2 | 1 | -35 | 7 | 11 | -17 | 0.4 | -5
CCCCC(=O)OCCNC(=O)c1cc2ccccc2oc1=O | -8 | 0.5 | 2 | 5 | 7 | 9 | -10 | 0 | nt | -13
COn1c(=O)c(-c2ccc(C)cc2)[n+]([O-])c2ccccc21 | -39 | 0.0 | -3 | 3 | -12 | 4 | -1 | 8 | -0.2 | 5
COc1ccccc1NC(=O)CCN1CC(C)OC(C)C1 (configuration not stated) | -5 | -0.3 | -2 | -3 | 18 | -3 | -6 | -9 | nt | -1
COc1ccccc1NC(=O)C1=C(C)NC(SCC(=O)Nc2ccc(C(=O)O)cc2)=C(C#N)C1c1cccs1 (configuration not stated) | 9 | -0.4 | -3 | 5 | 7 | -3 | -9 | 6&-4 | 0.7 | -9
O=C(CCC1CCCCC1)Nc1ncn[nH]1 | 1 | i | -7 | -1 | -2 | -1 | 3 | -7 | nt | 6
COc1ccc(C(CNC(=O)c2ccc(OCc3csc(C)n3)cc2)N2CCCC2)cc1 (configuration not stated) | -5 | -0.8 | -10 | nt | nt | 3 | nt | nt | 2.5 | 14
CNC(=O)c1ccc2cc(OC)c(OC)cc2c1 | -9 | i | 12 | nt | nt | 6 | nt | nt | 7.3 | 1
CC(C)Cn1c(SCC(=O)N2CCN(S(=O)(=O)c3ccccc3)CC2)nc2ccccc21 | 8 | i | -4 | 1 | 19 | -16 | 1 | 0 | -0.4 | -5

Quoted at random: 4 records from the list.
SMILES | PrPC TRFRET | Vc quorum ag | CCHFV vOTU inh | 3CLpro inhibitor | DUSP3 inh | MazF activator | Rv3671c protease | SSB-PriA inh | TcdB inh | Y pestis TopoI
COc1ccc(C(CNC(=O)c2ccc(OCc3csc(C)n3)cc2)N2CCCC2)cc1 (configuration not stated) | -5 | -0.8 | -10 | nt | nt | 3 | nt | nt | 2.5 | 14
CCCCC(=O)OCCNC(=O)c1cc2ccccc2oc1=O | -8 | 0.5 | 2 | 5 | 7 | 9 | -10 | 0 | nt | -13
COc1ccccc1NC(=O)CCN1CC(C)OC(C)C1 (configuration not stated) | -5 | -0.3 | -2 | -3 | 18 | -3 | -6 | -9 | nt | -1
CNC(=O)c1ccc2cc(OC)c(OC)cc2c1 | -9 | i | 12 | nt | nt | 6 | nt | nt | 7.3 | 1
